# zfTRPN1 agonist – agonists of zebrafish TRPN1 channel; HEK293 zebrafish TRPN1-YFP, Fluo-8 calcium fluorescence; 100% = response to 87 µM carbachol; activation, % at 3 µM; 220,000 tested, 0.18% active; AID 1424;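 active means activation above its plate's cutoff, the mean activation of test wells on that plate plus 3 SD, cut at about 19% in these data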;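 further: 0% = DMSO alone and 100% = 87 µM carbachol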
#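 Material: zebrafish TRPN1-YFP in HEK293 cells; Doses: single test compound dose, 3 µM nominal, 0.3% DMSO; Timing: dye loading 1 h at 37 °C, then 30 min room temperature; Technique: intracellular calcium fluorescence with Fluo-8; Benchmarks: high carbachol 87 µM, low DMSO alone.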
# NCF1 inh – p47phox (human) inhibition; P14598; p47phox/p22phox peptide binding, fluorescence polarization, 2 h; inhibition, % at 24.7 µM; 220,000 tested, 0.53% active;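 active means inhibition above about 30%, limit read from the data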;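 further: 0% = p47phox with labelled peptide and 100% = labelled peptide alone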
# Target sequence (P14598 whole entry, looked up): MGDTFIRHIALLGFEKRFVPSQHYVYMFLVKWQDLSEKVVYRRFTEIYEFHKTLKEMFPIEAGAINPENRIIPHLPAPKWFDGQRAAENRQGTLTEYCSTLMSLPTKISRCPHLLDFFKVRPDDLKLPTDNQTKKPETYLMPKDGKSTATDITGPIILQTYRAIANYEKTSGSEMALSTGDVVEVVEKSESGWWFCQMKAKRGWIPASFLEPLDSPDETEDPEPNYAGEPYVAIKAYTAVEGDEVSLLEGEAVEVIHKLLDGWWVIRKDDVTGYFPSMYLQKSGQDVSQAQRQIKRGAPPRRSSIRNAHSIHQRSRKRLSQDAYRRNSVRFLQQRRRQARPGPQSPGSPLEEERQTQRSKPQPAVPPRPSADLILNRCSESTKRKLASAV
# PPC-1+TRAIL kill – PPC-1 cancer cell killing with TRAIL present; PPC-1 cells + TRAIL, ATPLite viability luminescence; cell killing (% activity), % at 4 µM; 220,000 tested, 0.41% active; AID 1443;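 active means cell killing above 50% in the first pass at 4 µM, then a duplicate retest at 5 µM averaging 50% or more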;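 further: plate controls were cells with TRAIL plus DMSO for no effect and medium-only wells lacking cells for full effect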
# Runt-SMMHC FRET – blocks binding of human RUNX1 Runt domain to CBFb-SMMHC; Cerulean-Runt/Venus-CBFb-SMMHC FRET ratio 530/480, 1 h; Q01196+Q13951; 220,000 tested, 0.74% active; AID 1434; inhibition, % at 20 µM;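 active means mean inhibition across duplicate retests at 20 µM reaching about 50%, limit read from the data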;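 further: 0% = DMSO wells and 100% = wells with excess untagged CBFb-SMMHC; inhibitors lower the FRET ratio by blocking Runt binding to CBFb-SMMHC; some results filed as inactive read as strong as hits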
# TRPML3 agonist – activates the human TRPML3 channel; Q8TDD5; HEK293 TRPML3-YFP, Fluo-8 calcium fluorescence; 100% = the carbachol control signal; activation, % at 3 µM; 220,000 tested, 0.29% active;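 active means activation above its plate's cutoff, the mean activation of the plate's test wells plus 3 SD, cut at about 12% in these data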;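 further: 0% = DMSO only wells and 100% = carbachol wells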
# Target sequence (Q8TDD5 whole entry, looked up): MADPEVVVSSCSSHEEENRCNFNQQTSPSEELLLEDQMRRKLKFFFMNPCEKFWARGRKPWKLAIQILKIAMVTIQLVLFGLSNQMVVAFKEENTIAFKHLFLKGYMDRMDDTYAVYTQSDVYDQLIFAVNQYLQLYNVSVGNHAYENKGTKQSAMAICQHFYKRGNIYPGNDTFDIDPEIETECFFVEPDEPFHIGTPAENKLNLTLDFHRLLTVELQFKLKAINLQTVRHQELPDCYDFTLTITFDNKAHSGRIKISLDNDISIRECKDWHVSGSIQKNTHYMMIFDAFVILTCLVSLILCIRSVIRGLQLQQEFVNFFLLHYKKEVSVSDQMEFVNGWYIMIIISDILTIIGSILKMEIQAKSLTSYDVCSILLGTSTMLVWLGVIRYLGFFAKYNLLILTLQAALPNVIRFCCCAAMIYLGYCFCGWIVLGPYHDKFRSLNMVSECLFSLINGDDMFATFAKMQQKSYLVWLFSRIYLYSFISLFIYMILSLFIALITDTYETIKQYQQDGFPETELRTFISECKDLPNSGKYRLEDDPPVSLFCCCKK
#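 Material: HEK293 cells stably carrying human TRPML3-YFP; compound dosing: single dose, 3 µM final nominal compound, 0.3% DMSO final; incubation: 1-h 37 °C dye load, 5-s basal, 120-s post-compound reads; technique: Fluo-8 intracellular calcium fluorescence, excitation 470-495 nm, emission 515-575 nm; read-out basis: percent activation from peak-to-basal fluorescence ratio, scaled between DMSO and carbachol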
# TNF death inh – blocks TNF-alpha induced death of Jurkat FADD-/- cells; Jurkat FADD-/- TNF necroptosis rescue, ATP luminescence, 24 h; 0 = TNF only, 100 = no-TNF cells; activation (protection from cell death), % at 10 µM; 220,000 tested, 0.068% active; AID 463075;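 active means activation, meaning protection from cell death, of at least 50% relative to plate controls; inactive means activation below 50%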;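 further: necroptosis triggered by 40 ng/mL TNF-alpha added together with compound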
# CHOP inhibitor – blocks CHOP induction under ER stress; AID 2732; 220,000 tested, 3.8% active; CHO-K1 CHOP-promoter luciferase, tunicamycin-induced, 15-18 h; inhibition, % at 10 µM;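 active means compounds that reduced the stress-induced luciferase reporter signal by more than about 70% of percent inhibition, limit read from the data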;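 further: 0% = tunicamycin plus vehicle and 100% = wells without tunicamycin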
# EBV gp42 block – EBV gp42 inhibition; Q1HVG2; Fluorescence polarization binding assay, mP read-out; inhibition, % (tested at 21.74 µM); 220,000 tested, 0.42% active; AID 1085; in the data active means inhibition above about 50%
# MDM2 E3 inh – Mdm2 E3 ligase (human) inhibition | cell-based MDM2 ubiquitination luciferase reporter, 2 h; 0 = plate control, 100 = twice control, blank-subtracted | AID 1230 | 210,000 tested, 0.11% active | signal enhancement, % at 5 µM | Q00987;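 active means signal enhancement of 30% or more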;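 further: luminescence tracks abundance of the self-degrading MDM2-luciferase fusion protein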
#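 Test system: stable mammalian line carrying autodegrading MDM2–luciferase fusion reporter; quantity: 2000 cells in each well; times: 4 h cell settling then 2 h compound exposure, 37 °C; detection: luminescence with SteadyLite reagent, 15 min at room temperature; evaluation: percent signal gain over controls, blank-subtracted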
# An asterisk follows results filed as active; x = not tested or not shown.
SMILES,zfTRPN1 agonist,NCF1 inh,PPC-1+TRAIL kill,Runt-SMMHC FRET,TRPML3 agonist,TNF death inh,CHOP inhibitor,EBV gp42 block,MDM2 E3 inh
CC/C(=N\NC(=O)c1c(-c2ccccc2)noc1C)c1ccc(C)o1,0.4,-7,-2,1,0.7,1.0,-16,-22,17
CCn1c(SCC(=O)C(C)(C)C)nnc1-c1cnccn1,0.2,-8,4,0,0.9,2.2,-8,-9,-2
COc1ccc(Nc2oc(-c3ccc(F)cc3)nc2C#N)cc1,-1.2,-7,9,-1,1.5,-8.1,-11,-8,-5
O=C(NC1CCCCCC1)c1ccc(OCC2CCCO2)cc1 (centres undefined),1.3,-4,12,-1,0.5,0.5,2,-9,-23
COc1ccc(-c2nn(-c3ccccc3)cc2/C=N/NC(=O)c2ccc3c(c2)OCO3)cc1,0.9,-7,17,3,0.3,-18,-10,-19,-17
Cc1nc2ncnn2c(N2CCCC(C(=O)Nc3ccc4c(c3)CCC4)C2)c1C (centres undefined),0.4,-6,29,-4,-0.1,-13,24,-20,-11
NC(=O)CSc1nccn1Cc1ccc2c(c1)OCO2,1.0,-5,7,0,0.7,0.0,23,-29,5
Cc1cc(=O)oc2cc(OCC(=O)OCC(=O)Nc3ccccc3F)ccc12,2.8,-9,7,-2,1.6,0.9,-22,-11,9
COC(=O)c1scc2c(=O)cc(C(F)(F)F)[nH]c12,1.6,-3,9,84*,-0.3,0.3,-6,41,-5
COc1ccc(N2CCN(C(=O)Cn3cnc4c(cnn4-c4ccc(C)cc4)c3=O)CC2)cc1,1.5,0,12,1,0.3,-1.0,51,-3,-15
O=C(O)C1CCCN1S(=O)(=O)c1ccc(Cl)c(Cl)c1 (centres undefined),-0.4,-9,24,1,0.3,0.4,9,-3,4
COc1ccc(CCNC(=S)Nc2ccc(OC)cc2)cc1,-2.4,-1,2,-3,0.2,-1.9,1,-5,-5

# 3 entries out of the list above, ordered by the number in TRPML3 agonist, low to high.
mol,TRPML3 agonist
O=C(NC1CCCCCC1)c1ccc(OCC2CCCO2)cc1 (centres undefined),0.5
NC(=O)CSc1nccn1Cc1ccc2c(c1)OCO2,0.7
Cc1cc(=O)oc2cc(OCC(=O)OCC(=O)Nc3ccccc3F)ccc12,1.6

# (further entries)
SMILES,zfTRPN1 agonist,NCF1 inh,PPC-1+TRAIL kill,Runt-SMMHC FRET,TRPML3 agonist,TNF death inh,CHOP inhibitor,EBV gp42 block,MDM2 E3 inh
COc1ccc(/C=C2\SC(=O)N(CCNC(=O)C3CC(=O)N(c4ccccc4)C3)C2=O)cc1 (centres undefined),-0.7,2,21,-6,-0.1,-5.9,4,0,-15
O=C(c1ccccc1)c1ccccc1N/C=C/c1nnnn1-c1ccccc1,0.4,-9,13,-2,-0.5,3.2,38,10,-14
O=C(/C=C/c1ccccc1Cl)NNC(=O)c1cccs1,-0.9,4,19,-1,0.4,-0.1,16,2,-14
NC(=S)NN=C1C2CC3CC(C2)CC1C3,-0.3,-3,24,-1,0.4,-4.0,-16,-12,11
COC(=O)CCC(=O)OC1(C)C(=O)C=C2C=C(C3CC3)N(CCc3c[nH]c4ccccc34)C=C2C1=O (centres undefined),x,-5,6,7,x,-0.6,18,-1,20
O=C(CCCn1c(=O)[nH]c2ccccc2c1=O)NCCSCc1ccccc1,-0.1,24,24,0,-0.2,0.8,14,5,-21
COC(=O)c1cc(NC(=O)C2CCCN(S(=O)(=O)c3c(C)n[nH]c3C)C2)cc(C(=O)OC)c1 (centres undefined),0.4,-1,x,3,0.7,1.1,-12,-6,1
O=C(NCCCN1CCN(CCCNC(=O)c2ccccc2F)CC1)c1ccccc1F,2.3,-14,4,-3,1.0,-1.0,45,-19,-16
O=C(NNS(=O)(=O)c1ccccc1[N+](=O)[O-])c1ccc(O)cc1,-1.3,42*,17,2,0.9,0.1,-9,-27,1
O=C(c1cc2cc(C(F)(F)F)ccc2s1)N1CCOCC1,-0.9,5,6,0,0.6,0.8,2,2,10
Cc1ccc(/C=N/NC(=O)c2c[nH]c3ccccc23)s1,-2.4,-12,31,-6,-0.5,-7.1,-28,-3,-19
O=C(O)/C=C/c1ccc(OCCCF)cc1,0.9,-1,0,-1,1.3,-0.9,-4,-7,13

# Reformatted: entries from further up.
compound	zfTRPN1 agonist	NCF1 inh	PPC-1+TRAIL kill	Runt-SMMHC FRET	TRPML3 agonist	TNF death inh	CHOP inhibitor	EBV gp42 block	MDM2 E3 inh
O=C(NNS(=O)(=O)c1ccccc1[N+](=O)[O-])c1ccc(O)cc1	-1.3	42*	17	2	0.9	0.1	-9	-27	1
COC(=O)c1cc(NC(=O)C2CCCN(S(=O)(=O)c3c(C)n[nH]c3C)C2)cc(C(=O)OC)c1 (centres undefined)	0.4	-1	x	3	0.7	1.1	-12	-6	1
COc1ccc(/C=C2\SC(=O)N(CCNC(=O)C3CC(=O)N(c4ccccc4)C3)C2=O)cc1 (centres undefined)	-0.7	2	21	-6	-0.1	-5.9	4	0	-15

# (next part)
SMILES,zfTRPN1 agonist,NCF1 inh,PPC-1+TRAIL kill,Runt-SMMHC FRET,TRPML3 agonist,TNF death inh,CHOP inhibitor,EBV gp42 block,MDM2 E3 inh
Cc1cccc(NC(=S)NC(C)C(c2ccccc2)N2CCN(C)CC2)c1C (centres undefined),0.2,-2,26,-7,0.7,0.2,5,-9,1
Cc1ccc(C(=O)OC(C)CN2CCN(C)CC2)cc1 (centres undefined),0.2,-2,0,-1,0.3,7.1,-11,-17,-6
O=C(Nc1ccccc1)OCc1cc(-c2ccccc2Cl)on1,0.4,-13,17,-6,-0.6,-3.7,59,-8,-11
O=C1NC(c2ccc3c(c2)OCO3)Nc2ccccc21 (centres undefined),1.1,-12,71*,5,0.1,-6.6,-2,-12,-4
CC(C)CCC(CC(C)O)C(=O)NNC(=S)Nc1ccccc1 (centres undefined),0.7,0,19,3,0.6,-0.3,-8,-4,1
Cc1cnc([N+](=O)[O-])n1CCOC(=O)NC(=O)c1ccccc1Cl,-0.1,x,1,-1,0.5,0.1,22,-12,1
COc1cc(C(Nc2ccccn2)c2c(NC(=O)c3ccco3)sc(C)c2C)cc(OC)c1OC (centres undefined),-1.6,-4,-7,4,0.0,1.2,49,-2,7
COC(=O)[C@H]1[C@H](C(=O)OC)[C@@H](C(=O)OC)N(c2ccc(OC)cc2)[C@@H]1C(=O)OC,0.5,-7,11,2,-0.2,-0.3,1,-11,1
c1ccc(-c2nnsc2-c2nc3ccccc3[nH]2)cc1,2.1,-6,-3,-3,0.1,0.0,6,-10,-3
CN(/C(=N/S(=O)(=O)c1cccs1)c1ccccc1)c1ccc(O)cc1,0.3,-8,18,0,0.3,-0.8,17,-19,-13
Cc1ccc(/C(N)=N/OC(=O)COc2ccccc2Cl)cc1,-0.1,-11,2,-2,0.3,-2.0,70*,-5,4
Cc1ccccc1C(=O)Oc1ccc(-c2csnn2)cc1,-1.5,-12,6,0,0.1,-0.1,-17,-12,-17
CC(NC(=O)CSc1nnc(-c2cccnc2)n1N)c1ccccc1 (centres undefined),-0.1,-19,-2,-5,0.3,-0.9,12,-3,-15
Cc1ncsc1C(=O)N1N=C2/C(=C/c3ccc(N4CCOCC4)cc3)CCCC2C1c1ccc(N2CCOCC2)cc1 (centres undefined),2.1,-69,-7,-65,1.4,-5.1,36,-46,-24
O=C(NC1CCCC1)C(c1ccsc1)N(C(=O)Cc1cccs1)c1cccc(F)c1 (centres undefined),-0.7,-15,-1,-1,-0.2,-1.8,54,-2,-5
Cc1cccc(C)c1NC(=S)NNc1ncc(C(F)(F)F)cc1Cl,0.0,-17,4,0,0.7,-2.5,-2,-2,-6
CCOC(=O)C1CCN(c2ccc(C(=O)O)cc2[N+](=O)[O-])CC1,-1.0,-5,-3,-3,0.8,1.3,11,11,-7
COc1ccc(C(=O)NC(=S)NNC(=O)c2cnccn2)cc1OC,-0.2,-5,32,3,1.5,-10,45,4,-14
CC1CC(CCC(=O)NC(=S)Nc2ccc(S(N)(=O)=O)cc2)C(=O)O1 (centres undefined),-0.2,-12,1,1,0.5,0.0,-19,-19,-26
CC(=O)c1cc2c(cc1NC(=O)CCc1ccccc1)OCO2,-0.3,-3,28,-1,-0.9,0.3,8,-10,-32
COCCn1nnnc1C(c1cc2cccc(C)c2[nH]c1=O)N1CCN(c2ccccc2F)CC1 (centres undefined),2.2,0,30,1,0.5,-1.4,23,5,-7
Cc1cc(NC(=O)c2ccc(S(=O)(=O)N(C)C)cc2)n(-c2ccccn2)n1,0.6,-13,25,-4,0.1,-2.1,52,-22,-31
COc1ccc(CNC(=O)c2ccc3nccnc3c2)cc1,0.9,-14,8,-1,-0.5,-5.7,6,-17,-1
COc1ccccc1C(=O)N/C(=C\c1ccc(Br)cc1)C(=O)NCCO,0.4,-11,0,5,0.2,-4.4,46,-2,-5
Cc1ccc(CSc2nnc(-c3ccccn3)n2N)cc1,-1.1,-11,1,-1,-0.5,1.8,-15,5,-10
C=CCNC(=O)c1onc(CSc2ccc(F)cc2)c1C(=O)NCCOC,-0.4,3,3,-1,0.2,-1.1,6,12,-7
COc1cc(NC(=O)C2CCCN2C(=O)C2CCC(C)CC2)cc(OC)c1OC (centres undefined),-0.2,-8,15,1,0.1,1.2,8,-22,-15
Cc1ccc(S(=O)(=O)NCCCCCC(=O)N(C)C)cc1,0.3,-10,-8,-4,0.1,-0.6,-30,-15,9
COCC(=O)Nc1cc(Cl)ccc1C(F)(F)F,1.2,-9,17,0,0.9,0.2,1,-7,-8
CCOC(=O)c1cc2c(C(F)(F)F)cc(-c3cccnc3)nc2o1,-1.6,-10,-3,2,-0.7,-0.9,25,-9,-8
Clc1cccc2sc(N3CCN(c4ccccc4)CC3)nc12,-0.8,-6,2,-2,-0.3,2.3,6,-10,-13
O=C(CN1C(=O)CCS(=O)(=O)c2ccccc21)NCc1ccc2c(c1)OCO2,2.3,5,14,2,1.0,0.7,-19,-17,-22
Cc1ccc(-n2c(Cc3cccs3)nnc2SCC(=O)Nc2ccc(F)c(F)c2)cc1,0.5,75*,8,1,0.0,1.5,26,2,8
N#CC1=C(N)N2C(=C(C#N)C13CCCC3)Nc1ccccc12,0.8,-11,22,0,0.1,3.5,10,-22,-4
O=C(Nc1ccc(OC(F)(F)C(F)F)c(NC(=O)c2cccc(F)c2)c1)c1cccc(F)c1,-0.1,-2,8,4,0.4,1.6,17,12,-22
O=C1c2ccccc2S(=O)(=O)N1CC(O)COc1ccc(Br)cc1 (centres undefined),2.0,5,16,-1,0.5,-1.4,26,7,-5
O=c1cc(O)nc2n1CCCS2,0.8,-7,-14,2,-0.1,1.0,10,-1,-8
O=C(OC1CCN(c2ccc([N+](=O)[O-])cc2)CC1)c1ccccc1,0.1,-10,6,-2,-0.9,-3.9,39,-8,-12
O=C(NCCCn1ccnc1)c1cc(-c2ccc(Cl)cc2)nc2ccccc12,2.2,-11,2,1,0.1,-8.4,11,2,3
CC(=O)NC(C(=O)NCC(N)=O)C(C)C (centres undefined),-0.7,-5,6,2,0.9,-0.8,1,-6,-29
